Screening data deposited in PubChem by The Scripps Research Institute Molecular Screening Center.
HCV core dimer – blocks dimerization of HCV core protein. TR-FRET GST/Flag-core106 dimerization, 1536-well. inhibition, % at 5 µM. 0.33% of 300,000 active. AID 1899;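 active means inhibition above the mean of all tested compounds plus 3 SD, set per screening campaign, cut at about 45% in these data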
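System: GST/Flag-tagged HCV core106 proteins. Incubation: compound-protein-antibody incubation 4 h at 22.5 °C. Technique: HTRF with 340 nm excitation, 617/671 nm emission. Medium: KF-containing HEPES buffer, pH 7.45, DTT, CHAPS, BSA. Read-out: inhibition (%) from 671 over 617 nm ratio. Also added: Eu(K)-anti-GST 90 ng/mL plus XL665-anti-Flag 1 µg/mL.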
PP5 inh – PP5 (human) phosphatase inhibition; P53041; purified PP5c, OMFP substrate fluorescence; inhibition, % at 6.7 µM; 0.18% of 320,000 active;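 active means inhibition above the campaign's mean inhibition across all tested compounds plus 3 SD, cut at about 9.5% in these data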;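 further: 0% = DMSO only and 100% = 100 µM cantharidin control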
PAFAH2 FP inh – inhibitors of human PAFAH2; recombinant PAFAH2, FP-rhodamine activity probe, fluorescence polarization; 0.99% of 340,000 active; Q99487; inhibition, % at 3.39 µM;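 active means inhibition above the mean over all tested compounds plus 3 SD, cut at about 30% in these data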;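 further: inhibitors block probe labeling of enzyme so polarization drops; 0% = enzyme with DMSO and 100% = wells lacking PAFAH2 protein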
PP1 inh – blocks human PP1-alpha phosphatase, a PP5 counter-screen; P62136; purified PP1alpha, OMFP fluorescence; inhibition, % at 6.7 µM; 0.9% of 320,000 active;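 active means inhibition above the mean inhibition of all tested compounds plus 3 SD, computed separately for each screening campaign, cut at about 15% in these data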
Target sequence (P62136 whole entry, looked up): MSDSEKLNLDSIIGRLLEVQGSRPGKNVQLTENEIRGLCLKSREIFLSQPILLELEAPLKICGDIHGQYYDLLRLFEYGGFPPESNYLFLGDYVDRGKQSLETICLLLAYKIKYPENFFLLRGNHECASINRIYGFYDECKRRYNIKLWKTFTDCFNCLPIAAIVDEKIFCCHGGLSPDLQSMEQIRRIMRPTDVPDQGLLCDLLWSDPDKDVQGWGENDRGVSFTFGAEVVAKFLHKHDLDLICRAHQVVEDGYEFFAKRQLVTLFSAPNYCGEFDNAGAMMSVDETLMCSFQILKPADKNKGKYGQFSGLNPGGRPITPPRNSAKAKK
proCasp7 act – activates human procaspase-7, counter-screen for procaspase-3 activators; AID 463210; activation, % at 8.5 µM; P55210; 0.093% of 330,000 active; recombinant procaspase-7, Ac-DEVD-pNA absorbance 405 nm; D23A/D198A/D206A triple mutant, cannot self-cleave; scale: DMSO 0, 5 µM enzyme 100;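 active means percent activation above the screen-wide mean plus 3 SD, cut at about 25% in these data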
Target sequence (P55210 whole entry D23A/D198A/D206A): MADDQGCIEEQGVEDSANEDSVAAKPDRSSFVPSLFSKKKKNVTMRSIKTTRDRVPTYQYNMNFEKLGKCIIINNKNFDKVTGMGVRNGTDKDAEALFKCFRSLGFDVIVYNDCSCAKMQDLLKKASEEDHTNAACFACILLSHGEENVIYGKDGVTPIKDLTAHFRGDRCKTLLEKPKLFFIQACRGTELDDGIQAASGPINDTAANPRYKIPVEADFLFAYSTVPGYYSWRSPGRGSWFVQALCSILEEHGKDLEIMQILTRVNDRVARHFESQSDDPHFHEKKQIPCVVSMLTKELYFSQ
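Replicates: singlicate. Assay system: Procaspase-7 triple mutant (PC-7 D3A). Signal: 405 nm absorbance of p-nitroaniline. Times: 1 h preincubation, 2 h reaction. Buffer or medium: Zinc-free HEPES pH 7.4 with 300 mM NaCl, 0.01% Triton X-100. Also added: DEVD-pNA substrate. Benchmarks: DMSO wells as 0%, DMSO with 5 µM added PC-7 as 100%.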
TPT1 inhibitor – blocks Candida albicans tRNA 2'-phosphotransferase | inhibition, % at 5 µM | recombinant caTPT1, FP RNA substrate dephosphorylation | 0.81% of 300,000 active;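 active means inhibition above the mean of all tested compounds plus 3 SD, set per screening campaign, cut at about 24% in these data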;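 further: plate controls were DMSO alone for no effect and ferristatin control at 100 nM for full effect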
AHR activator – human AHR activation; P35869; AHR-responsive luciferase reporter cells, luminescence; activation, % at 5 µM; 2.5% of 320,000 active; AID 2796; in the data active means activation above about 47%;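 further: 0% = vehicle wells and 100% = reference agonist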
Fh CTSL1 inh – cathepsin L1 inhibition, PFM18AAP counter-screen; recombinant F. hepatica cathepsin L1, Z-Leu-Arg-MCA fluorescence; inhibition, % at 5.96 µM; 0.49% of 300,000 active; AID 1906;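 active means inhibition above the mean of all tested compounds plus 3 SD, set per screening campaign, cut at about 17% in these data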;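 further: 0% = plate median of test compound wells and 100% = 1 µM Z-Phe-Ala-diazomethylketone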
proCasp3 act – procaspase-3 (human) activation. activation, % at 8.5 µM. recombinant procaspase-3 D3A, Ac-DEVD-pNA absorbance 405 nm. 0.11% of 330,000 active. P42574;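 active means activation above the mean of all tested compounds plus 3 SD, cut at about 21% in these data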;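 further: 0% = DMSO alone and 100% = DMSO wells spiked with extra 5 µM PC-3 D3A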
Target sequence (P42574 whole entry D9A/D28A/D175A): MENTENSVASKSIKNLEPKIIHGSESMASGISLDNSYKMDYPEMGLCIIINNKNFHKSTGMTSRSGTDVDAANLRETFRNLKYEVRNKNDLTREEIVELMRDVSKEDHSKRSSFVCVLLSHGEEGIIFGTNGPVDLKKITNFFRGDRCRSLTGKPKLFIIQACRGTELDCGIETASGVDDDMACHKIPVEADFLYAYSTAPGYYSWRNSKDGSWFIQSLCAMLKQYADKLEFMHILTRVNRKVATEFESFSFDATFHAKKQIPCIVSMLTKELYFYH
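Technique: 405 nm absorbance of p-nitroaniline, reads at 0 and 120 min; Test system: Procaspase-3 D3A mutant; Incubation: 1 h enzyme-compound preincubation, then 2 h substrate reaction, 25 °C; Repeats: singlicate, each compound tested once; Benchmarks: low control DMSO wells, high control DMSO plus 5 µM PC-3 D3A.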
The depositor's hits bear a star; . = no result given.

Fields: HCV core dimer	PP5 inh	PAFAH2 FP inh	PP1 inh	proCasp7 act	TPT1 inhibitor	AHR activator	Fh CTSL1 inh	proCasp3 act
O=C(CSc1nnnn1-c1cccc2ccccc12)Nc1ccc(N2CCOCC2)c(Cl)c1
    8	3.7	-6	2	-7	-1	2	-1	-3
O=S(=O)(c1cccc2cccnc12)n1cnc2ccccc21
    -4	-0.3	8	-1	4	1	-1	2	-2
O=S(=O)(c1cccc2cccnc12)N1CCN(Cc2ccccc2)CC1
    -3	1.2	0	-9	-1	7	2	1	7
O=C(Cc1cccs1)NC1(C(=O)NC2CCCC2)CCCCC1
    -3	-1.2	-5	0	3	-1	-5	-3	3
O=C(NCCS(=O)(=O)N1CCN(c2ccccc2)CC1)C1CC(=O)N(c2ccccc2)C1 (configuration not stated)
    1	3.8	1	-1	-1	-4	3	-5	3
CCCCNC(=O)NS(=O)(=O)c1ccc(C)cc1
    14	-3.4	-2	-1	-1	-3	-1	2	12
CC(Sc1nnnn1C1CCCCC1)C(=O)O (configuration not stated)
    9	-0.7	2	-3	10	-1	-2	1	0
COc1cc2nc(Nc3cccc(F)c3)nc(N)c2cc1OC
    -6	1.2	6	4	-2	2	33	1	15
CN(Cc1ccccc1)C(=O)C(=O)c1cn(CC(=O)N2CCCC2)c2ccccc12
    5	2.4	6	-5	14	2	0	0	0
O=C(COC(=O)/C=C/c1cccc(F)c1)Nc1ccccc1
    -3	3.0	76*	0	-4	-5	-1	-12	2
COc1ccc(C(C(=O)NC2CCCCC2)N2CCC3(CC2)OCCO3)cc1 (configuration not stated)
    2	-0.1	-2	-2	11	-3	0	-3	19
COc1cccc(NC(=O)C2CCCN2S(=O)(=O)c2ccc3c(c2)n(C)c(=O)c(=O)n3C)c1 (configuration not stated)
    -1	2.5	0	4	-9	2	2	2	0
COC(=O)C1=CN(CCOC23CC4CC(CC(C4)C2)C3)C=C(C(=O)OC)C1c1ccsc1
    6	-2.2	5	7	-3	0	0	2	-5
COC(=O)c1cc(N=Cc2c(O)c3ccccc3oc2=O)cc(C(=O)OC)c1
    -8	1.2	1	-3	6	3	2	-1	-1
CCCCn1c(N)c(N(CCOC)C(=O)c2ccc(N(C)S(=O)(=O)c3ccc(C)cc3)cc2)c(=O)[nH]c1=O
    -1	3.1	-1	-5	1	-1	-1	1	-7
CN(C)S(=O)(=O)c1ccc(Cl)c(NC(=O)COC(=O)CNC(=O)c2ccco2)c1
    2	-0.7	-5	-4	15	0	0	-2	-4
CCOC(=O)c1cn2nc(-c3ccc(OCC)cc3)cc2nc1C1CCN(C(=O)OC(C)(C)C)CC1
    -9	0.5	8	-4	-7	-2	0	2	8
O=C(CNC(=O)c1cccs1)N=Nc1c(O)[nH]c2ccc(Br)cc12
    -6	1.3	3	3	4	2	13	5	0
Cc1c2c(nc3ccccc13)CC(C)(C)CC2=O
    6	-0.8	-8	-4	3	1	-5	-2	-6
O=C(O)c1ccc(SCc2cnc(Cl)s2)cc1
    5	-1.0	-6	1	3	-4	0	3	2
CC1CCN(C(=O)C2CCN(S(=O)(=O)c3ccc4c(c3)CC(C)N4C(=O)C3CC3)CC2)CC1 (configuration not stated)
    4	3.4	0	-6	-3	-2	0	0	10
CCOCCCn1cnc2c(c1=O)c1nc3ccccc3nc1n2-c1ccccc1
    3	3.1	-3	-3	2	3	-2	0	7
CCOP(=O)(OCC)c1nc(/C=C/c2ccccc2)oc1NCc1ccccc1
    7	6.7	6	7	14	-1	-1	11	9
CCOC(=O)N1CCN(C(=O)/C=C/c2ccc(C(C)(C)C)cc2)CC1
    2	0.1	7	0	2	-1	5	4	7
COc1cccc(N2CCN(S(=O)(=O)c3cc4c(cc3C)N(C)CCO4)CC2)c1
    7	1.8	-2	2	-13	2	2	-4	-2
COC(=O)c1ccc(C(=O)NC2CCSc3ccccc32)cc1 (configuration not stated)
    8	2.2	-2	2	-6	2	3	-2	2
C/C(=C\C(=O)c1ccccc1)NNc1nc2ccccc2s1
    -2	1.4	5	0	-8	-4	97*	-5	-9
O=C1c2ccccc2C(=O)N1c1ccc(Cl)cn1
    -5	4.2	-27	-1	9	-5	-1	-5	5
Cc1c(C)n2c(SCC(=O)N3CCCCCC3)nnc2[nH]c1=O
    -9	-0.4	5	1	9	-6	-1	-1	23*
CCn1c(-c2cccnc2Cl)nc2cc(Cl)c(Cl)cc21
    -4	0.2	2	-2	-2	-2	52*	4	0
O=C(CN1C(=O)NC(c2ccccc2)(c2ccccc2)C1=O)N1CCN(c2ccccc2F)CC1
    .	1.7	3	4	10	.	0	.	-1
O=Cc1ccc(-c2ccc(C(=O)O)cc2)o1
    0	-0.5	-1	0	2	-1	1	-2	3
CS(=O)(=O)c1ccc(Cl)c(NC(=O)c2cccc(N3C(=O)CCC3=O)c2)c1
    -6	-1.2	15	-5	-8	0	0	-6	1
COC(=O)c1ccc(C2C(C#N)=C(N)Oc3cc(N)ccc32)cc1 (configuration not stated)
    -4	2.9	-1	2	0	7	1	-2	1
Cc1c(Cl)cccc1NC(=O)c1cc(S(=O)(=O)N2CCOCC2)cn1C
    -5	1.6	3	-2	0	0	0	-1	-5
O=C1CC(c2ccccc2Cl)Cc2c1cnn2-c1nc2ccccc2s1 (configuration not stated)
    16	2.4	.	2	0	2	18	2	-1
CCN1CCN(S(=O)(=O)c2ccc3ccccc3c2)CC1
    -5	4.5	-1	2	-10	3	-1	-3	3
COc1ccc(NC(=O)[C@H](Cc2c[nH]c3ccccc23)NC(=O)[C@@H]2Cc3ccccc3CN2)cc1
    3	0.6	-2	7	-3	-1	7	2	-4
CN(C)C(=O)c1coc2nc3ccccc3nc12
    -1	1.0	-12	0	3	2	35	0	-5
COc1ccc(OC)c(CNC(=O)CCN2C(=O)COc3ccccc32)c1
    -2	0.1	7	0	-11	-2	8	-3	-3
CCC(C(=O)NCc1ccc(F)cc1)n1nc(C)n2c(cc3occc32)c1=O (configuration not stated)
    12	-2.1	8	-5	6	1	1	-2	10
O=C(C1CCN(S(=O)(=O)c2cccc3cccnc23)CC1)N1CCN(c2ccccc2)CC1
    1	0.6	-2	-3	9	-4	2	-2	4
CN(c1ccc(C(=O)N2CCCCC2)cc1)S(=O)(=O)c1cccs1
    -2	-3.0	9	-3	-5	-3	-3	4	2
O=C(c1ccc(Cl)s1)N1CCOCC1
    3	1.1	-2	-8	3	-3	2	-1	-6
N#CCC(=O)N/N=C/c1ccccc1Cl
    -3	-0.6	5	0	-1	-3	2	-5	2

Given with each value named: part of the list above
> Cc1c(Cl)cccc1NC(=O)c1cc(S(=O)(=O)N2CCOCC2)cn1C
  HCV core dimer = -5
  PP5 inh = 1.6
  PAFAH2 FP inh = 3
  PP1 inh = -2
  proCasp7 act = 0
  TPT1 inhibitor = 0
  AHR activator = 0
  Fh CTSL1 inh = -1
  proCasp3 act = -5
> O=C1CC(c2ccccc2Cl)Cc2c1cnn2-c1nc2ccccc2s1 (configuration not stated)
  HCV core dimer = 16
  PP5 inh = 2.4
  PAFAH2 FP inh = .
  PP1 inh = 2
  proCasp7 act = 0
  TPT1 inhibitor = 2
  AHR activator = 18
  Fh CTSL1 inh = 2
  proCasp3 act = -1
> CCN1CCN(S(=O)(=O)c2ccc3ccccc3c2)CC1
  HCV core dimer = -5
  PP5 inh = 4.5
  PAFAH2 FP inh = -1
  PP1 inh = 2
  proCasp7 act = -10
  TPT1 inhibitor = 3
  AHR activator = -1
  Fh CTSL1 inh = -3
  proCasp3 act = 3
> COc1ccc(NC(=O)[C@H](Cc2c[nH]c3ccccc23)NC(=O)[C@@H]2Cc3ccccc3CN2)cc1
  HCV core dimer = 3
  PP5 inh = 0.6
  PAFAH2 FP inh = -2
  PP1 inh = 7
  proCasp7 act = -3
  TPT1 inhibitor = -1
  AHR activator = 7
  Fh CTSL1 inh = 2
  proCasp3 act = -4

Other structures
Fields: HCV core dimer	PP5 inh	PAFAH2 FP inh	PP1 inh	proCasp7 act	TPT1 inhibitor	AHR activator	Fh CTSL1 inh	proCasp3 act
O=C(COC(=O)c1nc(Cl)ccc1Cl)Nc1ccccc1OC(F)F
    2	-2.3	-3	-1	7	0	13	-10	-3
CCCS/C(N)=N/N=C/c1cc(C)ccc1O
    -1	5.4	0	-2	3	-2	8	4	-2
CC1(C)CC(=O)C(C=Nc2ccc(Cl)cn2)=C(O)C1
    -3	-0.2	12	-4	-5	0	-2	-3	-8
Cc1cc(C(=O)NNC(=S)NC2CCCCC2)cs1
    0	-1.3	-8	-1	-5	0	0	-1	-4
CC1CCCCN1CC(O)COCCC12CC3CC(CC(C3)C1)C2 (configuration not stated)
    -2	-1.0	0	2	1	-1	-1	0	3
COc1ccc(-c2cc(C(=O)O)sc2C)cc1
    4	1.7	-1	-7	-4	4	-1	-1	9
COc1cccc2cc(-c3nnc(SCC(=O)Nc4ccc(NC(C)=O)cc4)n3C)oc12
    -3	2.5	-8	1	-2	-2	-1	-1	5
Cc1ccc(S(=O)(=O)N(CC(=O)N2CCOCC2)c2ccccc2F)cc1
    0	0.0	-4	0	-4	0	0	-1	-3
COc1ccccc1CNC(=O)CN1C(=O)NC(C)(c2ccc(C(C)(C)C)cc2)C1=O (configuration not stated)
    6	3.7	2	-1	-9	0	2	-7	1
Cc1ccc(OCc2n[nH]c(=S)n2-c2ccc(Cl)cc2)cc1
    0	3.4	-2	-2	-13	2	1	0	-13
C=CCN1C(=O)/C(=C2/Sc3ccc(OC)cc3N2C)SC1=Nc1ccc(OC)cc1
    3	-1.8	.	-1	2	0	2	-1	-6
Cn1c(C(C#N)/C(=N\S(=O)(=O)c2cccs2)c2ccccc2)nc2ccccc21 (configuration not stated)
    1	0.2	13	-1	4	2	79*	0	-3
CC(=O)N1CCN(c2ccc(NC(=O)c3ccc(C(C)(C)C)cc3)cc2)CC1
    -2	2.4	4	-1	-8	0	-3	-2	-1
CCOc1cc(/C=N/NC(=O)CCn2nnc3ccccc32)ccc1O
    -5	-1.3	4	-2	0	1	10	1	-4
